AmpC no deterg: qHTS Inhibitors of AmpC Beta-Lactamase (assay without detergent); Potency, µM (top dose mostly 57.1 µM), without a hit: at the top dose activity change, negative = inhibition, most hits filed as inhibitors; 0.52% of 330,000 active; AmpC nitrocefin hydrolysis, absorbance 480 nm, 0.0001% Triton;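 also: potency is read from the fitted curve at half-maximal effect; plate controls were no compound for no effect and no enzyme for full effect; nearly all actives have a fitted effect of over 20% in size; some results filed as inactive show a strong effect at the top dose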
Target sequence (P00811 whole entry, looked up): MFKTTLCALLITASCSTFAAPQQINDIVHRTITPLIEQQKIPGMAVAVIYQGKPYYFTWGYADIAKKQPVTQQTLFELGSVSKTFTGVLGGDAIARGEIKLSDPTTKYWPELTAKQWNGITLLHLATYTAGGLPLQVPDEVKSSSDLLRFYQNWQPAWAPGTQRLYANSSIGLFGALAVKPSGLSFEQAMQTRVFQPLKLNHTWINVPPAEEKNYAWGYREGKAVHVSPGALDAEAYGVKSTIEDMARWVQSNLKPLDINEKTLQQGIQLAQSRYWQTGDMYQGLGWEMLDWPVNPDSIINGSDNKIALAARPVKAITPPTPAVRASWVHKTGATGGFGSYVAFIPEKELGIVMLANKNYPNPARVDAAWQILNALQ
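AmpC (5.3 nM in the dispensed reagent) in 20 mM phosphate pH 7.0 with 0.01% (detergent screen) or 0.0001% Triton X-100 was preincubated with compounds for 15 min at room temperature. Nitrocefin was then added from an 800 uM solution, and hydrolysis was followed at 480 nm.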
AMA1 RON2 block: qHTS for Inhibitors of AMA1-RON; Towards Development of Antimalarial Drug Lead: Primary Screen | Plasmodium falciparum AMA1 (3D7) - RON2 peptide interaction | AlphaScreen AMA1-biotinylated RON2 peptide binding | Potency, µM (top dose mostly 58.2 µM), without a hit: at the top dose activity change, negative = inhibition, hits mostly inhibitors | 0.2% of 360,000 active | AID 720542, 2013;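 also: potency is read from the fitted curve at half-maximal effect; 0% = vehicle wells and -100% = peptide control; nearly all actives have a fitted effect of over 45% in size; some results filed as inactive show a strong effect at the top dose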
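AMA1 (3D7) with his tag at 25 nM final met compounds first, then biotinylated RON2 peptide at 25 nM; detection used donor plus acceptor beads, 10 µg/mL apiece, read by AlphaScreen after 30 min at room temperature.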
HCMV inh: qHTS Assay for inhibitors of the human cytomegalovirus (HCMV); activity change, negative = inhibition, % at 57.5 µM; 4.5% of 410,000 active; AID 1259415, 2018; HFF cells, HCMV-luciferase reporter, 72 h; active compounds read low; in the data active = activity change below about -60%; inconclusive = no clear call, values can overlap the other calls; inactive = above about -39%
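Compounds were evaluated in HFFs infected with an HCMV luciferase reporter virus (MOI 1 PFU/cell). Luciferase in lysates collected 72 h post infection served as the replication measure.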
HCV inh: qHTS Assay for Inhibitors of Hepatitis C Virus (HCV); Huh7.5.1 HCVcc-Cre infection, luciferase reporter, 44 h; Potency, µM (top dose mostly 41.8 µM), for inactives: at the highest dose activity change, negative = inhibition, usual class: inhibitors; 3.4% of 340,000 active; AID 651820, 2012; also: potency is read from the fitted curve at half-maximal effect
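Luciferase read-out (15 sec integration) after a 15 min room-temperature substrate step quantifies HCVcc-Cre infection. Cells, 1,000 per well, had compound added 4 h post-plating, then virus at ~0.5 moi, and were cultured 44 h.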
LmPK inhibitor: qHTS Assay for Inhibitors of Leishmania Mexicana Pyruvate Kinase (LmPK) | Potency, µM (doses to about 57.5 µM), for inactives: at the top dose activity change, negative = inhibition, most hits filed as inhibitors | 0.37% of 290,000 active | Q27686 | purified LmPK, Kinase-Glo ATP luminescence, 1 h; also: potency is read from the fitted curve at half-maximal effect
Target sequence (Q27686 whole entry, looked up): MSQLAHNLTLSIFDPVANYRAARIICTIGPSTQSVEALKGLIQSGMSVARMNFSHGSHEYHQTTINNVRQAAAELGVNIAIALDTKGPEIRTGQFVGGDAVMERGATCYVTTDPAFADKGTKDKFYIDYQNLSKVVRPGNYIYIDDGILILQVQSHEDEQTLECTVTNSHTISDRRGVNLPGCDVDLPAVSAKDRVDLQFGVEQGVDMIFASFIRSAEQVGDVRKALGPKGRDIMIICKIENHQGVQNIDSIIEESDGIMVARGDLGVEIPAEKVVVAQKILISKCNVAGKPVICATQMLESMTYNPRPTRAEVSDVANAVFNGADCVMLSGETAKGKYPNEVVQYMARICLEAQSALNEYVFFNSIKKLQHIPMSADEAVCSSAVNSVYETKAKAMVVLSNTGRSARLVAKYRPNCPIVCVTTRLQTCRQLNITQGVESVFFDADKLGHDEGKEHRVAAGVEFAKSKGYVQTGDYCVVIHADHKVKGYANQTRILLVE
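Purified LmPK (0.1 nM) with 0.5 mM PEP and 0.1 mM ADP in imidazole buffer pH 7.2 with MgCl2/KCl, 1 h at room temperature. ATP formed was read by luciferase luminescence and normalized to no-enzyme and uninhibited controls.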
TbPYK inhibitor: qHTS of Trypanosoma Brucei Inhibitors; pyruvate kinase (Trypanosoma brucei), Q57TT1; TbPYK enzyme, Kinase-Glo Plus ATP luminescence, 45 min; Potency, µM (top dose mostly 76.8 µM), without a hit: at the highest dose activity, negative = inhibition, most hits filed as inhibitors; 0.12% of 410,000 active; AID 624173, 2012; also: potency is read from the fitted curve at half-maximal effect; nearly all actives have a fitted effect of over 50% in size
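Quantitative HTS: titrated library compounds versus trypanosomal pyruvate kinase in TEA buffer (pH 7.2) containing KCl, MgCl2, BSA and Tween-20. Reactions were initiated with ADP, 130 uM final. Kinase-Glo Plus luminescence was read after 45 min at RT.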
AmpC detergent: qHTS Inhibitors of AmpC Beta-Lactamase (assay with detergent); AID 485294, 2010; Potency, µM (series often up to 114 µM), for inactives: at the top dose activity change, negative = inhibition, hits mostly inhibitors; AmpC hydrolysis of nitrocefin, absorbance 480 nm, 0.01% Triton; 0.041% of 370,000 active;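 also: potency is read from the fitted curve at half-maximal effect; 0% = no-compound wells and -100% = no-enzyme wells; nearly all actives have a fitted effect of over 25% in size; some results filed as inactive show a strong effect at the top dose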
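20 mM phosphate pH 7.0 + 0.01% (detergent screen) or 0.0001% Triton X-100; 5.3 nM AmpC reagent; cpd preinc 15 min RT; nitrocefin (800 uM stock) to start; A480 q20 s × 4 min; Activity was normalised to no-enzyme and no-compound control wells.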
Numbers without * were called inactive; u = inconclusive; x = not tested or not shown; & = joins results of further samples; [ ] = another dose, or the depositor's remark. Unless noted, calls follow the shape of the dose curve; as a rule, active = well fitted curve in the direction sought with a large enough effect; inconclusive = small, poorly fitted or top-dose-only effect, or another doubt; inactive = no such curve, though single readings can be large; an effect the other way counts as inactive or inconclusive. Unless noted, % is scaled to controls: 0 for no effect and ±100 for the full control effect.

SMILES	AmpC no deterg	AMA1 RON2 block	HCMV inh	HCV inh	LmPK inhibitor	TbPYK inhibitor	AmpC detergent
O=C(NCC1CCCO1)/C(=C\c1ccc(Cl)cc1)NC(=O)c1ccccc1 (stereo not drawn)	-6%	-1%	-26	6%	5%	7%	u
O=C(Nc1nc(-c2ccccc2)cs1)c1cccc([N+](=O)[O-])c1	-42%	-11%	4	13µM*	-3%	1%	-6%
Cn1c(O)c(/C=C2\C=Nc3ccc(Br)cc32)c(=O)n(C)c1=O	-16%	2%	152	11%	-7%	-11%	2%
Cc1ccc(Cn2c(SCCN3CCCCC3)nc3c2c(=O)[nH]c(=O)n3C)cc1	-31%	-4%	u	7%	-1%	u	-6%
Cc1cccc(Nc2nn3c(=O)c4ccccc4nc3s2)c1	-16%	-4%	50	3%	4%	4%	-15%
Cn1c2ccccc2c(=O)c2ccc(-c3ccc4c(c3)OCO4)cc21	-32%	-1%	81	u	0%	-1%	-10%
FC(F)Oc1ccccc1NC(=S)NCCc1ccccc1	x	-5%	u	2%	x	-1%	x
COc1ccc(Cl)cc1-c1nc(SCC(=O)N(C)CCC#N)n[nH]1	-12%[11.4 µM]	7%	-3	-2%	-4%	-1%	-12%
CCC(=O)N1CCc2cc(S(=O)(=O)CCC(=O)NCCc3ccc(S(N)(=O)=O)cc3)ccc21	-4%	-11%	-39	12%	3%	-4%	-11%
CCOc1ccc(S(=O)(=O)NCCC(=O)N(C)CC(=O)Nc2ccc(OC)cc2)cc1	6%	124%[activator]	-20	3%	-4%	0%	4%

Some entries already given, showing only LmPK inhibitor and HCMV inh:
mol,LmPK inhibitor,HCMV inh
O=C(NCC1CCCO1)/C(=C\c1ccc(Cl)cc1)NC(=O)c1ccccc1 (stereo not drawn),5%,-26
FC(F)Oc1ccccc1NC(=S)NCCc1ccccc1,x,u
CCOc1ccc(S(=O)(=O)NCCC(=O)N(C)CC(=O)Nc2ccc(OC)cc2)cc1,-4%,-20

Next part:
SMILES	AmpC no deterg	AMA1 RON2 block	HCMV inh	HCV inh	LmPK inhibitor	TbPYK inhibitor	AmpC detergent
CCN(CC)CC(=O)NCC1(c2ccccc2)CCCC1	3%	-9%	24	5%	0%	5%	7%
Cc1ccccc1CNC(=O)CN(c1cccc([N+](=O)[O-])c1)S(C)(=O)=O	-9%	-1%	10	-4%	0%	1%	2%
CCOC(=O)N1CCc2c(sc(NC(=O)CN3CCN(C)CC3)c2C(=O)Nc2ccccc2)C1	54%	1%	-30	u	-1%	-1%	6%
Nc1nc2ccccc2cc1S(=O)(=O)c1ccccc1	106%[activator]	30%	17	u	-7%	1%	u
Cc1ccc(CNC(=O)CN(c2ccc(C(C)C)cc2)S(=O)(=O)c2c(C)noc2C)cc1	16%	1%	10	-9%	3%	4%	2%
COc1cc(OC)cc(C(=O)Nc2cc(-c3cn4cccnc4n3)ccc2C)c1	-1%	-1%	-11	-29%	-2%	-1%	1%
CN(C)S(=O)(=O)c1ccc(/C(O)=C2/C(=O)C(=O)N(Cc3cccnc3)C2c2ccncc2)cc1 (stereo not drawn)	-18%	40%[activator]	-11	7%	-7%	1%	4%
CCOc1ccc(N(CC(=O)NC2CCCCC2)C(=O)CNC(=O)c2ccco2)cc1	x	5%	37	27%	x	1%	x
CCC1Oc2ccc(C)cc2N(CC(=O)NCCN2C(C)CCCC2C)C1=O (stereo not drawn)	6%	0%	-15	-6%	3%	-2%	u
CC(C)n1cc(/C=C(\C#N)S(=O)(=O)c2ccccc2)c2ccccc21	-3%	-6%	54	8.9µM*	0%	-6%	0%

The last 4 entries of the section above are carried over, then new ones follow:
SMILES	AmpC no deterg	AMA1 RON2 block	HCMV inh	HCV inh	LmPK inhibitor	TbPYK inhibitor	AmpC detergent
CN(C)S(=O)(=O)c1ccc(/C(O)=C2/C(=O)C(=O)N(Cc3cccnc3)C2c2ccncc2)cc1 (stereo not drawn)	-18%	40%[activator]	-11	7%	-7%	1%	4%
CCOc1ccc(N(CC(=O)NC2CCCCC2)C(=O)CNC(=O)c2ccco2)cc1	x	5%	37	27%	x	1%	x
CCC1Oc2ccc(C)cc2N(CC(=O)NCCN2C(C)CCCC2C)C1=O (stereo not drawn)	6%	0%	-15	-6%	3%	-2%	u
CC(C)n1cc(/C=C(\C#N)S(=O)(=O)c2ccccc2)c2ccccc21	-3%	-6%	54	8.9µM*	0%	-6%	0%
CCOC(=O)c1[nH]c(C)c(C(=O)NCc2ccccn2)c1C	-25%	2%	-12	-11%	-4%	-3%	u
CCCNc1c(NS(=O)(=O)c2ccc(NC(=O)CC)cc2)c(=O)oc2ccccc12	-58%	1%	-13	-6%	-3%	3%	-3%
CC/C(=C\C1CCCCC1)C(NP(=O)(c1ccccc1)c1ccccc1)c1ccccc1 (stereo not drawn)	12%	-5%	8	-6%[8.37 µM]	1%	-2%	-3%
O=C(O)CCCC(=O)Nc1ccc(Br)cc1	-16%	7%	51	9%	2%	3%	u
Nc1nnc(CC(=O)N2CCCCC2)s1	-40%	5%	57	24%	0%	-7%	-6%
COC(=O)c1sccc1N/N=C(\C)c1ccc(F)c(Cl)c1	-14%	0%	21	-1%	7%	3%	-8%
CCc1ccc(CN2CCC(Oc3ccc(C(=O)N4CCCC4)cc3)CC2)cc1	131%[activator]	-7%	-21	u	0%	6%	2%
O=C(NCc1ccc2c(c1)OCO2)c1ccc(Cl)nc1	-19%	-4%	-29	7%	7%	1%	2%
CCOc1ccc(CCNC(=O)CSc2cc(=O)n(C)c3ccccc23)cc1OCC	44%	-18%	-1&27	u	1%	1%&-5%	1%&-9%
Cc1nc(-c2ccccc2)sc1CCNS(=O)(=O)c1ccccc1	x	x	-3	x	x	-1%	2%
COc1cc(OC)c(C(=O)C=Cc2ccc(OC)c(OC)c2)c(OC)c1	x	0%	u	u	x	3%	x
Cn1cc(S(=O)(=O)N2CCCCCC2)cc1C(=O)NCc1ccccc1Cl	x	x	8	x	x	4%	8%
CC(C)(C)C(=O)N1CCN(c2ccc(NC(=O)c3ccc([N+](=O)[O-])o3)cc2)CC1	-5%	-16%	-99*	u	-4%	0%	-3%
CCCn1c(NC(=O)CN2C(=O)NC3(CCCCC3)C2=O)nc2ccccc21	-10%	104%[activator]	-22	u	x	0%	u
O=C(CSc1nnc(C2CC2)n1C1CC1)Nc1cccc(Br)c1	1%	0%	-28	-15%	x	-8%	5%
Cc1ccc(S(=O)(=O)N2CCN(C(C)CC(=O)O)CC2)cc1 (stereo not drawn)	-33%	u	9	8%	-9%	-5%	0%
CCCC(=O)Nc1nnc(CCN2CCCCC2)s1	-4%	6%	-2	u	5%	-4%	u
CCOC(=O)c1cc(-c2ccccc2)nn1CC1CC(c2cccnc2)=NO1 (stereo not drawn)	x	1%	10	7%	x	-4%	x
CCOC(=O)N1CCN(c2nc(-c3ccccc3)c3cc(C)ccc3n2)CC1	17%	45%[activator]	-27	u	2%	-2%	-2%
CCn1nc(NC(=O)c2ccccc2)c2cc3cccc(C)c3nc21	-9%	72%[activator]	-18	25µM*	5%	2%	0%

Compound profiles, from the list above.
`CCOC(=O)N1CCN(c2nc(-c3ccccc3)c3cc(C)ccc3n2)CC1` reads AmpC no deterg = 17%; AMA1 RON2 block = 45%[activator]; HCMV inh = -27; HCV inh = u; LmPK inhibitor = 2%; TbPYK inhibitor = -2%; AmpC detergent = -2%
`CC(C)(C)C(=O)N1CCN(c2ccc(NC(=O)c3ccc([N+](=O)[O-])o3)cc2)CC1` reads AmpC no deterg = -5%; AMA1 RON2 block = -16%; HCMV inh = -99*; HCV inh = u; LmPK inhibitor = -4%; TbPYK inhibitor = 0%; AmpC detergent = -3%

Continued.
SMILES	AmpC no deterg	AMA1 RON2 block	HCMV inh	HCV inh	LmPK inhibitor	TbPYK inhibitor	AmpC detergent
CCOC(=O)c1oc2cc(O)ccc2c(=O)c1-c1ccc(OC)cc1	-43%	0%	-22	-6%	-6%	2%	-6%
COc1cccc(C2c3c(oc4ccccc4c3=O)C(=O)N2CCCN2CCOCC2)c1OC (stereo not drawn)	x	-6%	-33	8%	x	2%	x
COc1cc(/C=C/c2sc3ccccc3[n+]2CCCS(=O)(=O)[O-])ccc1O	-20%	u	-38	u	16µM*	u	8%
O=C(Nc1cccc2c1CCCC2)c1cc([N+](=O)[O-])cc([N+](=O)[O-])c1	-1%	-4%	u	9%	5%	1%	-14%
Cc1ccc(C)c(NC(=O)c2nnn(Cc3ccccc3)c2N)c1	-13%	3%	-17	-9%	3%	5%	2%
O=C(N/N=C/c1ccc(Cl)cc1)C(=O)N1CCCCCC1	-1%	0%	-12	1%	9%	-2%	-3%
O=C(Nc1nc2ccc(S(=O)(=O)N3CCCC3)cc2s1)c1ccccn1	-6%	88%[activator]	u	u	u	u	13%
CCC(NC(=S)NCc1ccc(F)cc1)c1ccc(C)cc1 (stereo not drawn)	-49%	16%	-35	-16%	3%	-3%	6%
Cc1cccc2sc(N3CCN(C(=O)C4COc5ccccc5O4)CC3)nc12 (stereo not drawn)	3%	-6%	-9	u	x	8%	-7%
COc1ccc(C(=O)Oc2ccc(/C=N/Nc3ccc(Cl)c(C(=O)O)c3)cc2OC)cc1	-28%	-16%	39	18%	6%	9%	-8%
CN(C)c1ccc(/C=N/NC(=S)NCc2ccco2)cc1	-34%	54%[activator]	-9	-4%	-1%	-4%	-8%

From PubChem BioAssay
